# ELG1 DNA repair: qHTS screen for small molecules that inhibit ELG1-dependent DNA repair in human embryonic kidney (HEK293T) cells expressing luciferase-tagged ELG1. HEK293T ELG1-luciferase reporter, luminescence, 16 h; DNA damage induced by 5-fluorouridine. Potency, µM (titrated, usually from 46.1 µM), without a hit: at the highest dose activity change, negative = inhibition, actives largely listed as inhibitors. 330,000 tested, 2.3% active. AID 504467, 2011; note: potency is the fitted concentration of half-maximal effect; % is set by controls: 0 for no effect and ±100 for the full control effect; nearly all actives have a fitted effect of over 55% in size
#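 Luminescence from the luciferase reporter, measured 30 min after ONE-Glo reagent at room temperature, was the read-out. Beforehand, 2,000 cells per well were exposed for 16 hr at 37 °C to 5-fluorouridine together with compound or vehicle.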
# BRCA1 expr up: qHTS Assay to Identify Small Molecule Activators of BRCA1 Expression; Potency, µM (top dose mostly 46.1 µM), without a hit: at the highest dose activation, actives largely listed as activators; 380,000 tested, 1.1% active; MCF7-BRCA1-FFLuc reporter, luminescence, 48 h; response scale: scaled: vehicle 0%, 10 µM genistein 100%; note: potency is the fitted concentration of half-maximal effect; nearly all actives have a fitted effect of over 80% in size; some results filed as inactive show a strong effect at the top dose
#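 MCF7-BRCA1-FFLuc, 2000 cells/well; 2 h attach, 37 °C/5% CO2; compound 48 h; luciferase substrate 15 min; luminescence end-point. Norm. to genistein 10 microM max activation and DMSO; concentration-response curves fitted.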
# Tb PFK inh: qHTS Assay to Find Inhibitors of T. brucei phosphofructokinase; ATP-dependent 6-phosphofructokinase (Trypanosoma brucei brucei), O15648; T. brucei PFK, ADP-Glo luminescence; Potency, µM (highest dose often 57.5 µM), for inactives: at the highest dose activity, negative = inhibition, usual class: inhibitors; 330,000 tested, 0.17% active;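 note: potency is the fitted concentration of half-maximal effect; 0% = uninhibited 1x PFK enzyme wells and -100% = no-enzyme wells; nearly all actives have a fitted effect of over 60% in size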
#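 ADP-Glo luminescence quantified ADP after 45 min at room temperature, with 1.25 nM T. brucei PFK, 0.1 mM ATP and 0.5 mM fructose-6-phosphate in pH 8.0 TEA buffer. qHTS titrations up to 57 µM; curves classified by quality.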
# ELG1 genotoxic: qHTS screen for small molecules that induce genotoxicity in human embryonic kidney (HEK293T) cells expressing luciferase-tagged ELG1; Potency, µM (doses to about 46 µM), inactives show at the highest dose activity change, positive = activation, hits mostly activators; 330,000 tested, 1.3% active; AID 504466, 2011; HEK293T ELG1-luciferase reporter, luminescence, 16 h; note: potency is the fitted concentration of half-maximal effect; % of control where 0% means no effect; nearly all actives have a fitted effect of over 60% in size
#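 HEK293T cells expressing luciferase-tagged ELG1 were treated with compound or DMSO for 16 hr at 37°C. Luciferase activity was then read after 30 min with ONE-Glo at room temperature; rising signal flags genetic stress.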
# RORg inh: qHTS for inhibitors of ROR gamma transcriptional activity. Nuclear receptor ROR-gamma (Mus musculus), P51450. Drosophila S2 Gal4-RORgamma UAS-luciferase reporter, 20 h. Potency, µM (highest dose often 53.6 µM), without a hit: top-dose activity change, negative = inhibition, hits mostly inhibitors. 310,000 tested, 5.4% active. AID 2551, 2010; note: potency is the fitted concentration of half-maximal effect; % is set by controls: 0 for no effect and ±100 for the full control effect; nearly all actives have a fitted effect of over 60% in size
# Target sequence (P51450 whole entry, looked up, the tested form may be a part): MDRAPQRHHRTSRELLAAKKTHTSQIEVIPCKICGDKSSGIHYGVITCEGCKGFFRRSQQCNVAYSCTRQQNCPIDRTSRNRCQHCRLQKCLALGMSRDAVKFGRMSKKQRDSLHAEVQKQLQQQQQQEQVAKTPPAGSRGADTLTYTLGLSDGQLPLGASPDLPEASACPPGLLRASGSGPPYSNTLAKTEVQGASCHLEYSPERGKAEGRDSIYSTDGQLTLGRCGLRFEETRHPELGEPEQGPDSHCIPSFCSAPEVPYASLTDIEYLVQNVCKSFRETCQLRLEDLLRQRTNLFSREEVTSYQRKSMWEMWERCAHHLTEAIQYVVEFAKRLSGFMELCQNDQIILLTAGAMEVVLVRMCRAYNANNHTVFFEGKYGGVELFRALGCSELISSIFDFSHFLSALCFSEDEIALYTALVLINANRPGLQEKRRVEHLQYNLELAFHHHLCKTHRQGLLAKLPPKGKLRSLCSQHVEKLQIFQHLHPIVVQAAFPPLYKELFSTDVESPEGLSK
#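 Drosophila S2 cells stably expressing Gal4-DBD/mouse RORγ fusion under metallothionein promoter plus UAS-luciferase; compound 1 h, then 700 uM CuSO4 induction for 20 h at ambient temperature; inhibition read as reduced luminescence.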
# FLuc counter: qHTS profiling assay for firefly luciferase inhibitor/activator using purifed enzyme and Km concentrations of substrates (counterscreen for miR-21 project) | Luciferin 4-monooxygenase (Photinus pyralis), P08659 | purified FLuc, Km substrates, luminescence inhibition | Potency, µM (highest dose often 57.5 µM), inactives show top-dose activity change, negative = inhibition, actives largely listed as inhibitors | 360,000 tested, 6.9% active | AID 588342, 2011;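 note: potency is the fitted concentration of half-maximal effect; plate controls were vehicle for no effect and reference inhibitor for full effect; nearly all actives have a fitted effect of over 55% in size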
# Target sequence (P08659 whole entry, looked up): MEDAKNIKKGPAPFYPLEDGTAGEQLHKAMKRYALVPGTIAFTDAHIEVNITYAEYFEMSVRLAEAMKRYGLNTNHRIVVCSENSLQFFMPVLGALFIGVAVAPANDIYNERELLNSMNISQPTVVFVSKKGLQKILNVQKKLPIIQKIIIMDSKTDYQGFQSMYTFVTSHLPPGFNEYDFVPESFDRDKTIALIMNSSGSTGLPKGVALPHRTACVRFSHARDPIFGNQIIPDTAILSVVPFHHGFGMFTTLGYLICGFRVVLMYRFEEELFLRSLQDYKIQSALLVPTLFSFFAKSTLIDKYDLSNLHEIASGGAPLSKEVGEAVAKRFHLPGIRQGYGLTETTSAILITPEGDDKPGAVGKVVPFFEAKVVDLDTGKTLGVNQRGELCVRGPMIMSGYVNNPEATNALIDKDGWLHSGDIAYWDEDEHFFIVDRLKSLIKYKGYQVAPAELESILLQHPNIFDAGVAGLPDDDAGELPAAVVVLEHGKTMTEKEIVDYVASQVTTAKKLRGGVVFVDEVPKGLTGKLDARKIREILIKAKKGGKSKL
#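 Purified P. pyralis luciferase, 10 nM final, with Km-level 10 uM D-luciferin and 10 uM ATP in 50 mM Tris acetate pH 7.5, 10 mM Mg acetate, 0.01% Tween-20, 0.05% BSA; 6-point qHTS titration about 60 µM downward; luminescence read.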
# NPC1 promoter act: qHTS Assay for NPC1 Promoter Activators; 320,000 tested, 2.4% active; Potency, µM (top dose mostly 9.22 µM), for inactives: at the highest dose activation, hits mostly activators; Huh7 NPC1 promoter luciferase reporter, 24 h; AID 485313, 2010;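 note: potency is the fitted concentration of half-maximal effect; % of control where 0% means no effect; nearly all actives have a fitted effect of over 60% in size; reporter is driven by a mutant NPC1 promoter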
#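 Luminescence from an NPC1 promoter-driven luciferase reporter in stably transfected Huh7 cells was measured after 24 h compound treatment at 37 °C, followed by 10 min ambient incubation with luciferase detection reagent.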
# VP16 counter: VP16 counterscreen qHTS for inhibitors of ROR gamma transcriptional activity. Drosophila S2 Gal4-VP16 UAS-luciferase, luminescence, 20 h. Potency, µM (doses to about 53.6 µM), for the others: at the highest dose activity, negative = inhibition, actives largely listed as inhibitors. 310,000 tested, 3.5% active;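 note: Gal4-VP16 expression switched on by copper sulfate through the metallothionein promoter; potency is the fitted concentration of half-maximal effect; % is set by controls: 0 for no effect and ±100 for the full control effect; nearly all actives have a fitted effect of over 50% in size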
# Rab9 promoter act: qHTS Assay for Rab9 Promoter Activators | Huh7 Rab9 promoter-luciferase reporter, luminescence, 24 h | Potency, µM (highest dose often 9.22 µM), without a hit: at the highest dose activation, negative = inhibition, hits mostly activators | 320,000 tested, 2.8% active; note: potency is the fitted concentration of half-maximal effect; % of control where 0% means no effect; nearly all actives have a fitted effect of over 60% in size
#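 Using Huh7 cells stably transfected with Rab9 promoter–luciferase, compounds were incubated 24 h at 37 °C, 5% CO2; luciferase luminescence was read 10 min after reagent addition.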
# p53 reactivation: qHTS assay for re-activators of p53 using a Luc reporter | H1299 p53-A138V BP100-luciferase reporter, luminescence, 24 h | Potency, µM (doses to about 92.2 µM), without a hit: top-dose activity change, positive = activation, most hits filed as activators | 320,000 tested, 0.063% active; note: potency is the fitted concentration of half-maximal effect; % of control where 0% means no effect; nearly all actives have a fitted effect of over 45% in size
#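 p53-null H1299 cells stably carrying temperature-sensitive p53-A138V and a BP100-luciferase reporter were pinned with compounds (4-point, 1:5 series) and held 24 hrs at 37 deg C. Luminescence was read 10 min after detection reagent.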
# TRPV1 ag: HTS Assay for Compounds that Act as Agonists of the Vanilloid Receptor 1; 320,000 tested, 0.19% active; TRPV1-expressing cells, Fluo-8 calcium influx, agonist mode; activation, % at 8.33 µM; Transient receptor potential cation channel subfamily V member 1 (Homo sapiens), Q8NER1; in the data active = activation above about 80%; inconclusive = between about 30% and that limit; note: 0% is about no effect
#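 Fluo-8 calcium influx in TRPV1-expressing cells, kinetic read (ex 480/em 520 nm). Compound added and read 3 min for agonist activity, followed by capsaicin at EC20 final and 2 min further read for enhancement.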
# Numbers without * were called inactive; u = inconclusive; x = not tested or not shown; & = joins results of further samples; [ ] = another dose, or the depositor's remark. Unless noted, calls come from the whole dose curve; as a rule, active = well fitted curve in the direction sought with a large enough effect; inconclusive = small, poorly fitted or top-dose-only effect, or another doubt; inactive = no such curve, though single readings can be large; an effect the other way counts as inactive or inconclusive.
compound,ELG1 DNA repair,BRCA1 expr up,Tb PFK inh,ELG1 genotoxic,RORg inh,FLuc counter,NPC1 promoter act,VP16 counter,Rab9 promoter act,p53 reactivation,TRPV1 ag
CCOc1ccc(/C=N/n2c(C3CCCCC3)n[nH]c2=S)cc1,-8%,-10%,-25%,3%,4µM*,2%,0%,u,-2%,8%,0
CCOCCCNC(=O)C1CCN(S(=O)(=O)c2ccc(C)cc2)CC1,14%,1%,-1%,1%,u,2%,1%,-2%,0%,7%,1
O=C(CNC(=O)c1ccc(S(=O)(=O)N2CCCC2)cc1)N/N=C/c1c(Cl)cccc1Cl,u,-43%,0%,-6%,42%,-2%,-1%,-14%,-3%,-16%,0
COc1ccccc1OCCn1c(=S)[nH]c2ccccc21,-16%,-57%,-8%,-2%,10µM*,-10%,5%,10µM*,3%,-19%,-7
COc1ccc(Cl)cc1NC(=O)C1CC(=O)N(c2ccc(F)cc2)C1 (centres undefined),-8%,0%,3%,-1%,6%,-1%,1%,2%,-10%,-21%,6
COC(=O)c1ccc(-c2c(-c3ccccc3)ncc3cc(F)ccc23)cc1,u,45%,0%,-6%,x,u,23%,x,-2%,u,14
N#Cc1cc([N+](=O)[O-])ccc1N1CCCC1,0%,1%,-2%,-2%,20%,3%,-1%,1%,-3%,-4%,1
CCOC(=O)NC(=O)CN1C(=O)NC(C)(c2ccccc2)C1=O (centres undefined),-22%,-1%,3%,0%,3%,-2%,11%,-9%,-1%,-1%,4
O=C(NC(=S)N1CCCCCC1)C1CC1,2%,-15%,-4%,-1%,u,1%,0%,-7%,-4%,-2%,3
COc1ccc(CCNC(=O)c2sc3ccccc3c2Cl)cc1OC,u,-6%,0%,4%,-19%,-19%,-2%,-15%,-3%,-4%,1
CC1CCCC(C)N1C(=O)COc1ccc(-c2nnco2)cc1 (centres undefined),-4%,-22%,-1%,3%,1%,0%,2%,-1%,-1%,-2%,-3
COCCCn1c(SCC(=O)NC2CCCC2)nnc1-c1ccccc1,14%,-5%,1%,0%,-12%,0%,0%,-2%,0%,6%,2

# The listing continues.
compound,ELG1 DNA repair,BRCA1 expr up,Tb PFK inh,ELG1 genotoxic,RORg inh,FLuc counter,NPC1 promoter act,VP16 counter,Rab9 promoter act,p53 reactivation,TRPV1 ag
O=C(CNC(=O)C1CCCCC1)OCn1nnc2ccccc2c1=O,5%,1%,0%,8%,-16%,-3%,-3%,-9%,-8%,5%,-8
Cc1ccc(Cl)cc1N1CCN(C(=O)c2cc3c(=O)[nH]c4ccccc4c3n2C)CC1,u,-51%,2%,-20%,121%,1%,-28%,1%,-43%[inhibitor],-2%,5
Cc1ccc(Cl)cc1NC(=O)c1cc2ccccc2cc1O,12%,-61%,0%,3%,5µM*,-17%,-31%[inhibitor],2.8µM*,-52%[inhibitor],22%,9
Cc1ccc(OCc2cc(C(=O)N(C)CCc3ccccn3)no2)cc1C,u,8.9µM*,1%,10%[9.26 µM],23%,13µM*,u,-6%,3.5µM*,u,29
O=C(/C=C/c1ccco1)N/C(=C\c1ccco1)C(=O)NCCc1nc2ccccc2[nH]1,0%,-21%,-6%,-2%,29%,0%,0%,2%,-2%,0%,0
COc1cccc(NC(=O)N2CCCC(C(=O)NC3CCCCC3C)C2)c1 (centres undefined),-1%,2%,0%,1%,4%,-1%,-2%,-1%,-3%,-11%,1
O=C1C2C(c3cccc(/C=C/c4ccccc4)c3)CC=CC2C(c2ccc(C(F)(F)F)cc2)N1Cc1ccccc1 (centres undefined),-3%,63%,3%,-2%,3%&26%,-6%,13%,-5%&-1%,0%,u,4
Cc1ccc(NS(=O)(=O)c2ccc3[nH]c(=O)oc3c2)c(C)c1,-4%,0%,2%,1%,24%,5%,-4%,-3%,-5%,0%,5
O=C1c2ccccc2NC2(CCCCC2)N1c1ccc(O)cc1,u,11µM*,-21%,u,u,u,16%,0%,19%,12%,3
O=C1c2ccccc2C(Nc2ccc(S(=O)(=O)N3CCCCC3)cc2)N1Cc1ccco1 (centres undefined),-25%,-34%,3%,-8%,1%,1%,-1%,0%,-4%,-5%,u
O=S(=O)(NCC1CCCO1)c1cccc(S(=O)(=O)N2CCCC2)c1 (centres undefined),12%,-22%,1%,1%,9%,0%,4%,-3%,-1%,0%,5
CCc1ccc(NC(=O)C2CCN(S(=O)(=O)c3ccc4c(c3)CC(C)N4C(C)=O)CC2)cc1 (centres undefined),7.3µM*,-37%,1%,-11%,-30%,5%,-7%,u,-20%,x,2

# (continued)
compound,ELG1 DNA repair,BRCA1 expr up,Tb PFK inh,ELG1 genotoxic,RORg inh,FLuc counter,NPC1 promoter act,VP16 counter,Rab9 promoter act,p53 reactivation,TRPV1 ag
CN1CCN(C(=O)c2ccccc2NC(=O)CCN2C(=O)c3ccccc3C2=O)CC1,13%,-7%,-2%,2%,-35%,-2%,-2%,5%,-4%,2%,0
CCCn1c(-c2ccccc2)cc(SC)c(C#N)c1=O,-9%,0%,4%,5%,9%,-1%,-6%,10%,1%,-1%,4
Nc1nnc(SCC(=O)NC23CC4CC(CC(C4)C2)C3)s1,12%,1%[1.84 µM],2%,1%,-44%,1%,-4%,-1%,-4%,0%,3
COc1ccc(NC(=O)C(=O)NCC(c2ccco2)N2CCc3ccccc32)cc1 (centres undefined),12%,-39%,-1%,5%,x,0%,-27%,x,-17%,-3%,2
CC(C)c1ccc(OCC(=O)N2CCN(c3ccccn3)CC2)c(Br)c1,0%,-11%,8%,2%,u,-2%,-4%,2%,0%,-14%,2
COC(=O)[C@@]12CCCN1[C@H](c1ccc(-c3ccccc3)c(OC)c1)[C@H]1C(=O)N(C)C(=O)[C@H]12,10%,-6%,4%,0%,x,x,x,x,x,-1%,x
CC(C)(C)NC(=O)N1CCn2cccc2C1c1ccccc1F (centres undefined),9%,-28%,0%,8%,6%,-1%,-3%,7%,-2%,2%,3
CC(=O)OC[C@H]1O[C@H](CCO/N=C(\C)CCN2CCCc3nc(C)c(C)cc32)C=C[C@@H]1OC(C)=O,-23%,x,1%,2%,30%,1%,-4%,1%,10%,4%,11
O=C(N/N=C/c1cccc([N+](=O)[O-])c1)C1COc2ccccc2O1 (centres undefined),-4%,0%,-8%,1%,16%,-1%,0%,10%,1%,3%,21
COc1ccc(CCNC(=O)C(=O)N2CCCC2)cc1OC,-3%,0%,-9%,-6%,4%,u,2%,2%,-1%,1%,-1
CNS(=O)(=O)Cc1ccc2[nH]cc(CCN(C)C)c2c1,5%,-9%&4%,-2%,-4%,-18%&2%,0%,3%,-2%&-2%,0%,19%,-2
CS(=O)(=O)Nc1ccccc1C(=O)NCc1ccco1,2%,0%,2%,0%,-3%,1%,-9%,3%,1%,-6%,-2

# Remaining list, next part.
compound,ELG1 DNA repair,BRCA1 expr up,Tb PFK inh,ELG1 genotoxic,RORg inh,FLuc counter,NPC1 promoter act,VP16 counter,Rab9 promoter act,p53 reactivation,TRPV1 ag
O=C(Nc1nnc(CCc2ccccc2)s1)c1cccc(F)c1,u,u,1%,u,18µM*,u,u,-17%,23%,u,14
COc1cc(CCCN2C(=S)NC[C@@H]2Cc2ccccc2)cc(OC)c1OC,u,-8%,-2%,-5%,10µM*,1%,0%,u,7%,-2%,8
O=C(O)C1C2CCC(C2)C1C(=O)NCCc1cccc(Cl)c1 (centres undefined),6%,-3%,1%,0%,x,0%,-4%,x,0%,x,3
Cc1c(C(=O)O)cnc2cc(-c3ccc(Cl)cc3)nn12,u,78%,5%,u,-8%,9.5µM*,u,10%,u,3%,-1
COc1ccc(-n2ncc3c(NCc4ccco4)ncnc32)cc1,u,105%,-1%,u,12%,9.5µM*,2.2µM*,-1%,1.4µM*,u,-3
COc1ccc(NC(=S)N2CCC(NC(=O)c3ccc(F)cc3)CC2)cc1,-4%,-15%,5%,1%,-21%,-1%,-4%,-4%,-4%,-5%,2
CCOc1ccc(-c2cccc(NC(=O)c3ccc(Br)o3)c2)nn1,-15%,-24%,0%,-4%,x,u,2%,x,2%,-10%,13
